# High-throughput results (PubChem)
# DT40 TDP1 CPT = growth inhibition of DT40 Tdp1-/-;hTDP1 cells with camptothecin (screen for TDP1 inhibitors) | hit rate 12% among 420,000 | chicken DT40 Tdp1-/-;hTDP1 cells + 20 nM CPT, ATP luminescence, 48 h | Potency, µM (highest dose often 46.2 µM), inactives show top-dose activity change, negative = growth inhibition, hits mostly inhibitors; note: nearly all actives have a fitted effect of over 55% in size
#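 Chicken DT40 Tdp1-/- cells complemented with human TDP1, 400 cells/well, exposed to compounds plus 20 nM camptothecin for at least 48 h at 37 C; viability read as ATP content by CellTiter-Glo luminescence.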
# KAT2A inh = inhibitors of human GCN5L2 histone acetyltransferase. AID 504327. hit rate 0.21% among 390,000. GCN5L2 HAT assay, ThioGlo1 CoA-SH fluorescence. Potency, µM (series often up to 58.9 µM), for inactives: at the highest dose activity change, negative = inhibition, actives largely listed as inhibitors. Q92830
# Target sequence (Q92830 whole entry, looked up): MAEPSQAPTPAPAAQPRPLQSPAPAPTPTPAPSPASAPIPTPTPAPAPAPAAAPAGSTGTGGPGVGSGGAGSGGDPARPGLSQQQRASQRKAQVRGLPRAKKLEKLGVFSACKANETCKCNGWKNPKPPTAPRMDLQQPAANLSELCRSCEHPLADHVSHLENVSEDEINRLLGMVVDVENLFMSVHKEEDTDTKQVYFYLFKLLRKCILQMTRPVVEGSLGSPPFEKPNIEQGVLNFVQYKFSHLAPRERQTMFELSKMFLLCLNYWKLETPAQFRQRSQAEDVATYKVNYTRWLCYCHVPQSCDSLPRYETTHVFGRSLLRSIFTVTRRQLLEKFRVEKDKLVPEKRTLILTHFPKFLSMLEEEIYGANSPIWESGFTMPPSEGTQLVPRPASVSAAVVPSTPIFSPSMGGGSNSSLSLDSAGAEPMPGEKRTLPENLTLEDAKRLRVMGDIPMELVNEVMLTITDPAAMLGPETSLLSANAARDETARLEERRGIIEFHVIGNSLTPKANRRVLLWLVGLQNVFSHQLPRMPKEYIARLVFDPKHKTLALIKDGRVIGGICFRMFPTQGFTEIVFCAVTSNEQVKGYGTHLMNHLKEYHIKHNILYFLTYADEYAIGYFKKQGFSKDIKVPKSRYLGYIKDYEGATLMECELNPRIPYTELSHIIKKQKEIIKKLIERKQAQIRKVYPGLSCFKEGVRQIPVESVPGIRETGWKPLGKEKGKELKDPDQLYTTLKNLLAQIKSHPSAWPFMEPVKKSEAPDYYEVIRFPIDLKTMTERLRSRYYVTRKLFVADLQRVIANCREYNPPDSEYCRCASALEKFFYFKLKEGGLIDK
#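 Enzyme at 20nM final was mixed with library compounds for 15 min at room temperature. Peptide H3(1-25) at 75uM, acetyl-CoA at 70uM and ThioGlo1 at 50uM were then added. Plates were read immediately and after 20 min (Ex340nm/Em540nm).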
# DT40 TDP1 no CPT = qHTS for Inhibitors of human tyrosyl-DNA phosphodiesterase 1 (TDP1): qHTS in cells in absence of CPT | Potency, µM (highest dose often 46.2 µM), inactives show at the top dose activity change, negative = growth inhibition, actives largely listed as inhibitors | hit rate 15% among 420,000 | DT40 Tdp1-/- hTDP1 cells, no CPT, ATP luminescence, 48 h; note: nearly all actives have a fitted effect of over 55% in size
#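 No-CPT arm: Tdp1-/-;hTDP1 DT40 cells (400/well) plus compounds, incubated ≥48 hr at 37 °C. Readout CellTiter-Glo luminescence.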
# An asterisk follows results filed as active; ? = inconclusive; / = not tested or not shown; & = joins results of further samples. Calls come from the whole dose curve; as a rule, active = well fitted curve in the direction sought with a large enough effect; inconclusive = small, poorly fitted or top-dose-only effect, or another doubt; inactive = no such curve, though single readings can be large; an effect the other way counts as inactive or inconclusive. % is set by controls: 0 for no effect and ±100 for the full control effect; potency is the fitted concentration of half-maximal effect.
smiles	KAT2A inh	DT40 TDP1 CPT	DT40 TDP1 no CPT
CC1=C(n2nnc3ccccc32)C(c2ccccc2)C(C#N)=C(N)O1 (stereo not given)	-4%	-29%	-25%
C/C(NC1CCCC1)=C(/C#N)C(N)=O	0%	-1%	2%
COCCN1CCN(Cc2ccc(C(=O)NC(C)C)cc2)C(=O)C1=O	23%	-14%	0%
CCN(CC)CCCC(C)Nc1nccc2c(Cl)cccc12 (stereo not given)	/	21µM*	?
CCCCCCn1cc(C(=O)O)c(=O)c2cc(F)c(N3CCN(C(=O)OCC)CC3)cc21	4%	?	?
CCn1c2ccccc2c2cc(/C=N/NC(=O)c3ccncc3)ccc21	1%	?	?
CCN1CCN(c2nc(Nc3cc(OC)ccc3OC)nc(Nc3cc(OC)ccc3OC)n2)CC1	3%	?	23µM*
O=c1ccc2cc([N+](=O)[O-])c(CCO)cc2o1	-4%	-14%	0%
O=C(Nc1ccccc1F)c1ccc(CSc2ncccn2)cc1	-10%	4%	-18%
COc1ccc(CC(=O)Nc2c3c(nn2-c2cccc(Cl)c2)CS(=O)(=O)C3)cc1	-5%	-4%	-13%
CN(C)S(=O)(=O)c1ccc(C(=O)Nc2nnc(SCc3cccc(F)c3)s2)cc1	3%	-15%	-5%
COC(=O)[C@H](C)NC(=O)NCc1ccc(F)cc1	-4%	7%	5%
Nc1cccc(-c2cc3ccccc3oc2=O)c1	-3%	6%	0%
COc1cc(CC(=O)N2c3ccccc3N=C(c3ccccc3)C2C(=O)NCc2ccccc2)cc(OC)c1 (stereo not given)	/	?	?
COc1ccc(O)c(-c2[nH]ncc2C(=O)c2cccc(C)c2)c1	-9%	-17%	-2%
Cc1cc(C(=O)Nc2ccc(S(=O)(=O)N3CCOCC3)cc2)c(C)o1	-4%	-17%	?
CCOc1ccc(C(=O)CCC(=O)NNC(=O)c2ccccc2O)cc1	-2%	2%	-3%
COc1ccccc1C(=O)Nc1ccnn1C1CCN(Cc2csc(C(C)=O)c2)CC1	-24%	?	-17%
Cc1c(C(=O)NCc2ccccn2)sc2nc(-c3ccc(F)cc3)cn12	-12%	?	?
COc1cccc(NS(=O)(=O)c2c(C)n(C)c(=O)n(C)c2=O)c1	-2%	-2%	9%
Nc1ccccc1SCC(=O)Nc1cccc2ccccc12	-7%	-1%	1%
COCCn1c(NCc2ccc(C)cc2)nc2c1c(=O)[nH]c(=O)n2C	0%	1%	-4%
CCOC(=O)C1=CCC(c2ccccc2Cl)N(S(=O)(=O)c2ccc(C)cc2)C1 (stereo not given)	/	15µM*	?
COc1ccccc1C(=O)Nc1c(C(=O)N(C)c2ccccc2)sc2nc(C)cc(C)c12	1%	?	?
CNc1oc(-c2ccc(OCc3ccccc3)cc2)nc1C#N	-21%	-27%	-22%
O=c1[nH]c(CSc2ncc(C(F)(F)F)cc2Cl)nc2ccccc12	3%	-26%	-21%
COC(=O)c1nccnc1N	/	8%	0%
COc1ccccc1NC(=O)CC(c1ccc(F)cc1)c1ccco1 (stereo not given)	-1%	-3%	?
Cc1cc(CN(C)C(=O)c2ccc3nc(Cc4ccccc4F)oc3c2)on1	-6%	?	?
CCC(=O)N1CCc2cc(OC)c(OC)cc2C1COc1ccc2c(C)cc(=O)oc2c1 (stereo not given)	1%	-4%	-26%
O=C(c1ccco1)N1CCN(C2CN(Cc3ccccc3)S(=O)(=O)C2)CC1 (stereo not given)	/	-24%	3%
CC1CCCCC1NC(=O)Cn1cnc2c1c(=O)n(C)c(=O)n2C (stereo not given)	-2%	-10%	3%
Cc1ccc2occ(/C=N/NC(=O)c3ccc(O)cc3)c(=O)c2c1	8%	?	?
COc1ccc(-n2nnnc2SC(C)C(N)=O)cc1 (stereo not given)	-1%	0%	-7%
COC(=O)[C@@H](NC(=O)Nc1ccc(OC)cc1)C(C)C	-29%	0%	-1%
O=C(N/N=C1\CCc2ccccc21)c1ccncc1	1%	3%	-30%
CCCCNC(=O)c1onc(CSc2ccc(OC)cc2)c1C(=O)O	1%	-7%	-2%
O=C(CSc1nc2ccccc2c(=O)[nH]1)Nc1nc(-c2ccc(Br)cc2)cs1	?	?	?
Cc1ccc(-n2c(-c3ccccc3)nnc2-c2cccs2)cc1	-3%	?	-6%
CCOC(=O)c1ccc(NC(=O)c2cn(-c3ccccc3)nc2-c2ccc(C)cc2)cc1	2%	12%	-5%
Cc1ccc(-c2nc(CS(=O)CC(=O)NCc3ccccc3Cl)c(C)o2)cc1 (stereo not given)	0%	-7%	?
COc1ccc(C(=O)NNc2ncnc3c2cnn3-c2ccccc2)cc1	0%	-15%	-1%
CN1OC[C@@H]2CN(S(=O)(=O)c3cccc(C(F)(F)F)c3)[C@H](c3ccc(N4CCCCC4)cc3)C[C@@H]21	/	?	?
CN(Cc1ccccc1F)c1ncnc2sccc12	-5%	?	21µM*
COc1ccc(C2CCCN2C(=S)Nc2ccc(C)c(C)c2)cc1OC (stereo not given)	-8%	9%	?
O=C(c1ccc2c(=O)n(Cc3ccco3)c(=S)[nH]c2c1)N1CCN(Cc2ccccc2)CC1	-8%	?	?
Cc1nc(N2CCOCC2)nc(N2CCCCC2)c1[N+](=O)[O-]	-3%	-23%	-28%
CC(C)c1cc(C(=O)NNC(=S)NCc2ccco2)c(O)c(C(C)C)c1	?	?	?
COc1ccc(CNc2oc(COc3ccc(Cl)cc3)nc2C#N)cc1	-5%	?	?
COc1cccc(C(NC(C)=O)c2nc(-c3ccc(OC)nc3)cs2)c1 (stereo not given)	/	?	?
O=C(COC(=O)Cc1ccsc1)NCC12CC3CC(CC(C3)C1)C2	-8%	-12%	0%
N#Cc1c(NCCCO)nc(-c2ccco2)c2c1CCCC2	-9%	?	?
CCOC(=O)Cc1cc(-c2ccc(OC)cc2)nc2ccc3ccccc3c12	-3%	18µM*	?
CNC(=S)Nc1cc(OC)ccc1OC	-26%	-15%	-16%
C/C(=N\NC(=S)NC(C)C)c1ccc(Cl)c([N+](=O)[O-])c1	?	18µM*	18µM*
COc1ccc(S(=O)(=O)N2CCCC(C(=O)NCc3ccco3)C2)cc1Cl (stereo not given)	-2%	?	?
O=C(C[n+]1cc(-c2ccccc2)n2c1CCC2)c1cccs1	2%	2%	4%
CCc1ccccc1NC(=O)CSc1nnc(CNC(=O)c2ccco2)n1C	0%	12%	10%
COc1ccccc1NC(=O)CCC(=O)N1CC(C)Oc2ccc(C)cc21 (stereo not given)	-3%&-5%	?	16µM*
COc1cccc(OC)c1OCC(=O)Nc1ccc(S(=O)(=O)N2CCCC2)cc1	-5%	?	?

# Following part.
smiles	KAT2A inh	DT40 TDP1 CPT	DT40 TDP1 no CPT
Cc1cc(C)cc(OCC(=O)NCc2cc(C)nc3ccccc23)c1	20%	?	?
CCC(=O)N(c1nnc(SCC(=O)NN2C(=O)NC3(CCCCC3)C2=O)s1)C1CC1	1%	9%	9%
COc1cccc(C(NC(C)=O)c2nc(-c3ccncc3)cs2)c1 (stereo not given)	/	-21%	?
O=C1CC(NNc2ccccc2)C(=O)N1c1cccc(Cl)c1 (stereo not given)	-1%	-6%	?
Cc1ccc(-c2n[nH]c(=S)n2C)cc1Cl	7%	-13%	?
CNC(=O)C(=O)NCC1OCCN1S(=O)(=O)c1ccc([N+](=O)[O-])cc1 (stereo not given)	1%	-20%	-9%
COc1ccc(CNc2ccnc(-c3cccc(C#N)c3)n2)c(OC)c1	-29%	?	?
CC(=O)NC(CC(=O)O)C(=O)NC(CCC(=O)O)C(=O)O (stereo not given)	-6%	0%	-1%
CCc1ccccc1NC(=O)CSc1nc2ccccc2n1CC(=O)N(C)C	-1%	6%	-13%
O=C(CN1C(=O)C2CCCCN2c2ccc(C(=O)N3CCCC3)cc21)NCc1cccc(Cl)c1 (stereo not given)	-3%	?	5.8µM*
CCOCCCNC(=O)c1ccc2c(=O)n(CCc3ccc(OC)c(OC)c3)c(=O)[nH]c2c1	-13%	6.5µM*	4.1µM*
O=C(OCC(=O)N1CCc2ccccc21)c1ccc(Br)o1	1%	4%	-5%
O=C(O)C1CCC(=O)N1Cc1ccccc1Cl (stereo not given)	2%	-1%	?
Cc1c(-c2ccccc2)[n+](=O)c(-c2ccc(Br)cc2)c(C)n1[O-]	-11%	2%	1%
Cc1ccsc1C(=O)OCC(=O)Nc1sccc1C(N)=O	-5%	25%	-13%
COc1cc(C(=O)N2CCN(Cc3ccccc3C(F)(F)F)CC2)cc(OC)c1OC	3%	?	?
CCCCN(C=O)c1c(CC)nc2ccc(C(=O)NCc3cccs3)cn12	/	-30%	?
CC(C)CCNC(=O)NC(=O)COc1ccccc1C#N	-3%	-7%	-15%
CCOc1cc(CO)ccc1OCC(=O)N1CCCCC1	3%	-2%	3%
CN(C)c1ccc(/C=C2\C(=N)N3N=C(CC(=O)N4CCCCC4)SC3=NC2=O)cc1	-14%	-2%	-24%
COc1ccc(NC(=O)COC(=O)CC2Sc3ccccc3NC2=O)cc1 (stereo not given)	-3%	11%	-11%
CCOC(=O)/C=C/C(=O)Nc1ccc(S(=O)(=O)N(C)c2ccccc2)cc1	-26%	1.8µM*	?
O=C(N/C(=C/c1ccc(Br)cc1)C(=O)N1CCOCC1)c1cccs1	-12%	-15%	?
CCC(=O)Nc1ccc2oc(-c3cccnc3)nc2c1	?	2%	-15%
O=C(Nc1cccc2ccccc12)c1ccccc1NS(=O)(=O)c1cccc2cccnc12	-3%	-1%	-23%
CC1CCCN(c2nc3c(c(=O)[nH]c(=O)n3C)n2Cc2ccccc2Cl)C1 (stereo not given)	-10%	15µM*	?
C=CC1CN(C(=O)OCC(Cl)(Cl)Cl)C2CC3c4ccc(OC)cc4NC3C3CC1C2CO3 (stereo not given)	/	?	18µM*
CCOc1ccc(CN2CCNC(=O)C2CC(=O)NC2CCOCC2)cc1 (stereo not given)	3%	-26%	6%
CN(C)CCCN1C(=O)C(=O)/C(=C(/O)c2ccncc2)C1c1ccccc1 (stereo not given)	-3%	0%	-4%
Cc1ccc(NC(=O)c2ccc3ccccc3n2)cc1S(=O)(=O)N(C)C	-7%	?	12µM*

# Looked up above:
# DT40 TDP1 CPT, Cc1ccc(-c2n[nH]c(=S)n2C)cc1Cl : -13%
# KAT2A inh, COc1cc(C(=O)N2CCN(Cc3ccccc3C(F)(F)F)CC2)cc(OC)c1OC : 3%

# Other compounds:
smiles	KAT2A inh	DT40 TDP1 CPT	DT40 TDP1 no CPT
CSc1ccccc1C(=O)OCC(=O)NCCN1C(=O)CSC1=O	-2%	-7%	-17%
O=C(Nc1cccc(-c2nc3ncccc3o2)c1)c1ccc2c(c1)OCO2	/	6%	-7%
CCCCCCCCN1C(=O)[C@H](CC(=O)N2CCSCC2)C[C@@]2(C(=O)OC)CC(C)(C)CC=C12	/	?	16µM*
Cc1ccc(NC(=O)CSc2ccc(-c3ccccn3)nn2)cc1F	-2%&-1%	16µM*	12µM*
Cc1nc(NCCc2ccccc2)sc1C(=O)N(C)C	-2%	-21%	?
CC1(C)OC(=O)N(c2cccnc2)C1(C)O (stereo not given)	-11%	-7%	-19%
O=C(C1COc2ccccc2O1)N1CCN(c2nc3c(F)cccc3s2)CC1 (stereo not given)	-6%	?	23µM*
CN1CCN(c2ncc3ncc(=O)n(C[C@H]4CCCO4)c3n2)CC1	-11%	-22%	-11%
O=C(O)c1ccc(Oc2ccccc2)o1	2%	17%	3%
Cc1ccc(NC(=O)CN2CCN(CCN=CC3=C(O)CC(C)(C)CC3=O)CC2)cc1	8%	-17%	-23%
Cc1ccc(NC(=O)Cn2cc(C(=O)c3cccs3)c3ccccc32)cc1C	-18%	?	?

# Part of the list above, showing only DT40 TDP1 CPT and DT40 TDP1 no CPT.
SMILES,DT40 TDP1 CPT,DT40 TDP1 no CPT
O=C(O)c1ccc(Oc2ccccc2)o1,17%,3%
Cc1ccc(NC(=O)CN2CCN(CCN=CC3=C(O)CC(C)(C)CC3=O)CC2)cc1,-17%,-23%
Cc1ccc(NC(=O)Cn2cc(C(=O)c3cccs3)c3ccccc32)cc1C,?,?

# One compound at a time, as listed above. Screens in order: KAT2A inh | DT40 TDP1 CPT | DT40 TDP1 no CPT
# Results for Cc1ccc(NC(=O)CSc2ccc(-c3ccccn3)nn2)cc1F → -2%&-1% | 16µM* | 12µM*
# Results for Cc1ccc(NC(=O)Cn2cc(C(=O)c3cccs3)c3ccccc32)cc1C → -18% | ? | ?
# Results for O=C(Nc1cccc(-c2nc3ncccc3o2)c1)c1ccc2c(c1)OCO2 → / | 6% | -7%
